# DNMT1 inh – DNMT1 (human) enzyme inhibition | 0.83% of 360,000 active | inhibition (reported as % activation of signal), % at 10 µM | DNMT1 molecular beacon, Hinp1I cleavage, fluorescence | P26358; in the data active = inhibition above about 50%
# NRP1-CendR mod – NRP-1/CendR interaction modulation | inhibition, % at 25 µM | AID 602438 | O14786 | 0.85% of 360,000 active | FAM-RPARPAR peptide binding to NRP-1, fluorescence polarization;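 active = inhibition or corrected inhibition above about 18%, plus a signal ratio from 0.5 to 1.5, limit read from the data, passing the limit was not always enough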; note: strong numbers were not always called active
# SUMO1-SIM PPI – modulators of human SUMO1-mediated protein-protein interactions; SUMO1 binding to a labelled peptide, TR-FRET, 1 h; inhibition, % at 20 µM; 0.33% of 360,000 active; AID 602429; in the data active = inhibition above about 37%
# Target sequence (P63165 whole entry, looked up): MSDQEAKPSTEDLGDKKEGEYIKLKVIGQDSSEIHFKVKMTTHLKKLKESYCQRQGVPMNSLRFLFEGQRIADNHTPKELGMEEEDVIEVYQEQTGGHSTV
# STEP block – STEP (human) phosphatase inhibition. P54829. AID 588621. recombinant STEP, OMFP fluorogenic substrate, fluorescence. inhibition, % at 20 µM. 0.25% of 360,000 active;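 active = inhibition at 20 µM, scaled per plate between control wells, above about 37%, limit read from the data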;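 note: 0% = DMSO with enzyme and substrate and 100% = substrate only without enzyme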
# Target sequence (P54829 whole entry, looked up): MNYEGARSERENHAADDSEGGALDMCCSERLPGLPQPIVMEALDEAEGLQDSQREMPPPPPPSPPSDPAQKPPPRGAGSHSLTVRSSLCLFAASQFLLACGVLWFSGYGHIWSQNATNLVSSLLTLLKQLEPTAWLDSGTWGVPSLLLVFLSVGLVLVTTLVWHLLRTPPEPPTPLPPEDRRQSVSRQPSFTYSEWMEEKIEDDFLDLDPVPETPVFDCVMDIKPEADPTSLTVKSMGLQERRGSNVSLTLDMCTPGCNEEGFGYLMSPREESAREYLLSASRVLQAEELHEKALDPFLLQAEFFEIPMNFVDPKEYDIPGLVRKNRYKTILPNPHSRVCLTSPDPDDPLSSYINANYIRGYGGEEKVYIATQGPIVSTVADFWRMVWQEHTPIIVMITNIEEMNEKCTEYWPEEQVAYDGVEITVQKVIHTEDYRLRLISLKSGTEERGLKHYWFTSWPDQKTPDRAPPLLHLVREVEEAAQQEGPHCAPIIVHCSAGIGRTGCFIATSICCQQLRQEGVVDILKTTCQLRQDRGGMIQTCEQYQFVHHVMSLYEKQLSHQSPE
#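 Assay system: isolated STEP enzyme / Timing: 20 min at room temperature, dark / Doses: 20 µM, 1% DMSO / Technique: fluorescence intensity, excitation 480 nm, emission 540 nm / Reagent: fluorogenic phosphatase substrate OMFP at 25 µM final / Measure: percent inhibition scaled to no-enzyme and uninhibited-enzyme controls, plate-pattern corrected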
# Tb MetRS inh – blocks T. brucei methionyl-tRNA synthetase activity. purified T. brucei MetRS, ATP depletion, Kinase-Glo luminescence. inhibition, % at 11.9 µM. 0.4% of 360,000 active;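 active = inhibition above a per-plate cutoff of the control wells' mean inhibition plus 3 SD, cut at about 5.5% in these data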;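 note: 0% = DMSO wells median and 100% = median of wells with control inhibitor compound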
#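 System: purified T. brucei MetRS enzyme / Detection: Kinase-Glo luciferase luminescence reporting remaining unconsumed ATP / Medium: HEPES buffer with MgCl2, KCl, DTT, spermine, BSA, pyrophosphatase / Replication: singlicate, one well per compound / Evaluation: percent inhibition relative to median high and low control wells / Schedule: 2 h aminoacylation at 25 °C after 15 min preincubation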
# MsrA inhibitor – inhibitors of bovine MsrA | purified bovine MsrA, absorbance read-out | inhibition, % at 15.5 µM | 0.75% of 360,000 active | AID 651718; in the data active = inhibition above about 4.5%;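 note: 0% = vehicle wells with enzyme and 100% = reference inhibitor wells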
# bovine MsrA act – activators of bovine methionine sulfoxide reductase A. purified bovine MsrA, absorbance read-out. activation, % at 10.6 µM. 0.3% of 360,000 active. AID 602163; in the data active = activation above about 7.5%;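 note: 0% = vehicle and 100% = reference activator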
# Scp1 inh – blocks human Scp-1 phosphatase activity; Q9GZU7; Recombinant Scp1, phosphopeptide, malachite green phosphate absorbance; inhibition, % at 20 µM; 0.88% of 340,000 active; AID 493091;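 active = inhibition above about 50% at 20 µM, limit read from the data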;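 note: plate controls were DMSO wells with enzyme for no effect and wells lacking enzyme for full effect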
#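 System: truncated SCP-1 phosphatase (76-261aa); medium: Tris acetate buffer pH 5.5 with MgCl2 and Tween-20; incubation: 45 min room-temperature reaction, 5 min colour, 30 min stabiliser; compound: single 20 µM dose, 1% DMSO; reagent: Phosphorylated 17-residue peptide substrate; read-out: % inhibition at 20 µM; technique: colorimetric free-phosphate detection, absorbance 630 nm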
# LMPTP inh – LMPTP (human) inhibition. recombinant LMPTP-A, OMFP fluorogenic substrate, fluorescence intensity. inhibition, % at 20 µM. 0.22% of 360,000 active;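 active = compounds that cut the enzyme signal by at least half of the control window in the single-dose screen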;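 note: plate controls were DMSO wells with enzyme plus substrate for no effect and substrate without enzyme for full effect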
# Target sequence (P24666 whole entry, looked up): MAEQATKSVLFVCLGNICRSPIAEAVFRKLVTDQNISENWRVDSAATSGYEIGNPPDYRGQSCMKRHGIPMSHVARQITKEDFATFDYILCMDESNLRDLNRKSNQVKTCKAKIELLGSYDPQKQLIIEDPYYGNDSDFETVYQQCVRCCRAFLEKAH
#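 Buffer or medium: Bis-Tris pH 6.0, DTT, detergent; Assay system: LMPTP-A enzyme; Quantity: 0.625 nM enzyme; Detection: endpoint fluorescence intensity; Times: 50 min dark incubation at room temperature; Controls: substrate-only low control, DMSO enzyme-plus-substrate high control; Doses: single 20 µM dose; Read-out: percent inhibition versus substrate-only and uninhibited controls; Reagent: 400 µM OMFP.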
# eLon inh – inhibitors of E. coli Lon protease; P0A9M0; purified E. coli Lon protease, fluorescence polarization; inhibition, % at 7.94 µM; 0.42% of 360,000 active; AID 602123; in the data active = inhibition above about 13%, passing the limit was not always enough;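 note: 0% = enzyme with probe and DMSO and 100% = no enzyme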
# Starred values were filed as active, the others as inactive; nt = not tested or not shown.
SMILES,DNMT1 inh,NRP1-CendR mod,SUMO1-SIM PPI,STEP block,Tb MetRS inh,MsrA inhibitor,bovine MsrA act,Scp1 inh,LMPTP inh,eLon inh
CCN(CC(=O)Nc1ccc(NC(C)=O)cc1)C(=O)c1cccc(S(=O)(=O)N2CCCC2)c1,-2,-2,3,4,-0.2,1.8,1,-3,-0.8,-10
O=[N+]([O-])c1cn(-c2nc(-c3ccco3)cc(C(F)(F)F)n2)cn1,1,1,-6,0,-0.7,1.5,-1,-1,-0.4,-10
CC(C)c1ccc(CC(NC(=O)c2ccccc2)C(=O)NCC(=O)O)cc1 (centres undefined),3,5,3,0,-1.4,2.1,-11,1,-1.8,-2
CC(C(=O)N1CCN(C(=O)c2ccco2)CC1)n1sc2ccccc2c1=O (centres undefined),4,5,0,3,-0.3,-0.9,-11,-11,-0.5,5
O=C(COC(=O)c1ccc(Cl)nc1)NC(=O)c1ccc(OC(F)F)cc1,0,4,0,0,-0.3,-1.1,-2,-5,-0.8,-4
Cc1ccc(-c2nc3ccccc3c(=O)n2N)cc1,3,7,3,0,-0.6,-0.4,0,-5,-1.2,-2
COc1c(C(=O)Nc2c(C)n(C)n(-c3ccccc3)c2=O)ccc2ccccc12,4,-8,-7,-2,-1.1,-1.0,-9,5,-0.1,-2
C=CCOc1ccc(CNc2ccc3[nH]c(=O)[nH]c3c2)cc1,-19,2,4,-2,0.0,-1.0,-1,-14,-2.4,2
C/C(=N\NC(=O)CSCc1ccc([N+](=O)[O-])cc1)c1ccccc1O,1,6,-9,0,3.7,0.9,-2,-10,-0.3,1
CCn1c(-c2sc(-c3ccccc3)nc2C)n[nH]c1=S,0,3,1,-1,-0.1,0.5,4,-1,-0.5,7
O=C(CNC(=O)c1ccccc1F)OCC(=O)c1ccc(Cl)s1,2,-5,0,-2,-0.5,0.8,-4,-8,-1.7,-11
CS(=O)(=O)c1cccc(C(=O)OCCCC(=O)c2ccccc2)c1,3,3,5,1,0.2,1.1,-4,-2,-1.0,-5
O=C(CSc1nnnn1C1CCCCC1)N1CCc2ccccc21,3,-14,-7,3,-0.1,1.6,-4,-3,-0.7,2
CC(=O)c1ccc(N2CCN(C(=O)c3nn(C)c4c3CS(=O)(=O)c3ccccc3-4)CC2)cc1,1,0,3,2,0.4,2.7,-5,-6,-0.9,2
CN1CCc2nc3sc(C(=O)NCc4ccccc4)c(N)c3cc2C1,-21,1,-18,2,0.0,2.4,-4,-3,3.1,-3
COCCNC(=O)C(=O)Nc1cccc(Br)c1,1,29*,3,-2,-0.4,-1.4,-4,-5,-0.1,-3
CC1=CC(C)C(COC(=O)CN2CCCCC2)C(C)C1 (centres undefined),0,3,1,0,0.1,-0.1,-2,-9,-0.8,-3
COC(=O)c1cnn(-c2nc(-c3ccccc3)cs2)c1N,-1,12,2,-2,-0.8,0.5,-4,-3,-0.5,-1
CC(C)N(C(=S)Nc1cc(S(=O)(=O)N2CCOCC2)ccc1Cl)c1ccccc1,-2,2,-2,0,-0.2,-1.4,-3,-3,-1.2,-2
Cc1ccc(OCC(=O)NC(=S)Nc2cccc(NC(=O)c3ccccc3)c2)cc1,-2,-7,2,2,-0.6,-0.6,-5,-2,0.6,-3
COc1cccc(CNc2ncn[nH]2)c1OCc1ccc(F)cc1,-2,-2,-1,2,-0.4,1.7,-4,-2,-0.4,0
Cc1nnc(SC(C)C(=O)NCC2CCCO2)s1 (centres undefined),2,1,-3,0,-0.1,-0.5,-2,3,-0.9,-6
O=C(Nc1cccc(NC(=O)c2ccccc2[N+](=O)[O-])n1)c1ccccc1[N+](=O)[O-],-11,-7,-1,0,-0.8,1.6,-5,-9,1.6,-1
O=C1C(C=NCc2ccco2)=C(O)c2ccccc21,-1,2,-9,3,-1.4,3.0,-7,-5,-2.1,4

# Quoted from the listing for reference:
SMILES,DNMT1 inh,NRP1-CendR mod,SUMO1-SIM PPI,STEP block,Tb MetRS inh,MsrA inhibitor,bovine MsrA act,Scp1 inh,LMPTP inh,eLon inh
O=C(CNC(=O)c1ccccc1F)OCC(=O)c1ccc(Cl)s1,2,-5,0,-2,-0.5,0.8,-4,-8,-1.7,-11
CS(=O)(=O)c1cccc(C(=O)OCCCC(=O)c2ccccc2)c1,3,3,5,1,0.2,1.1,-4,-2,-1.0,-5
O=C(CSc1nnnn1C1CCCCC1)N1CCc2ccccc21,3,-14,-7,3,-0.1,1.6,-4,-3,-0.7,2
CC(=O)c1ccc(N2CCN(C(=O)c3nn(C)c4c3CS(=O)(=O)c3ccccc3-4)CC2)cc1,1,0,3,2,0.4,2.7,-5,-6,-0.9,2
CN1CCc2nc3sc(C(=O)NCc4ccccc4)c(N)c3cc2C1,-21,1,-18,2,0.0,2.4,-4,-3,3.1,-3
COCCNC(=O)C(=O)Nc1cccc(Br)c1,1,29*,3,-2,-0.4,-1.4,-4,-5,-0.1,-3
CC1=CC(C)C(COC(=O)CN2CCCCC2)C(C)C1 (centres undefined),0,3,1,0,0.1,-0.1,-2,-9,-0.8,-3
COC(=O)c1cnn(-c2nc(-c3ccccc3)cs2)c1N,-1,12,2,-2,-0.8,0.5,-4,-3,-0.5,-1
CC(C)N(C(=S)Nc1cc(S(=O)(=O)N2CCOCC2)ccc1Cl)c1ccccc1,-2,2,-2,0,-0.2,-1.4,-3,-3,-1.2,-2
Cc1ccc(OCC(=O)NC(=S)Nc2cccc(NC(=O)c3ccccc3)c2)cc1,-2,-7,2,2,-0.6,-0.6,-5,-2,0.6,-3
COc1cccc(CNc2ncn[nH]2)c1OCc1ccc(F)cc1,-2,-2,-1,2,-0.4,1.7,-4,-2,-0.4,0
Cc1nnc(SC(C)C(=O)NCC2CCCO2)s1 (centres undefined),2,1,-3,0,-0.1,-0.5,-2,3,-0.9,-6
O=C(Nc1cccc(NC(=O)c2ccccc2[N+](=O)[O-])n1)c1ccccc1[N+](=O)[O-],-11,-7,-1,0,-0.8,1.6,-5,-9,1.6,-1
O=C1C(C=NCc2ccco2)=C(O)c2ccccc21,-1,2,-9,3,-1.4,3.0,-7,-5,-2.1,4

# (listing goes on)
SMILES,DNMT1 inh,NRP1-CendR mod,SUMO1-SIM PPI,STEP block,Tb MetRS inh,MsrA inhibitor,bovine MsrA act,Scp1 inh,LMPTP inh,eLon inh
CCn1c(SCC(=O)Nc2ccccc2)nnc1C1CCCCC1,3,7,-1,5,-0.7,0.8,-4,-10,-1.1,2
CC(C)CN1CCC(=O)N(CCOc2ccccc2)CC1,1,10,1,1,-0.4,-0.8,-1,-3,-1.6,-9
Clc1ccsc1-c1csc(-c2cccnc2)n1,-8,12,-15,3,-1.2,0.8,-6,7,0.6,-5
CCN(CC)CCOc1nnc(-c2ccc(OC)cc2)c2ccccc12,0,9,-4,0,-0.9,-0.3,-5,-4,0.3,-2
CCN(CC)C(=O)c1cc(-c2ccc3c(c2)OCO3)on1,2,7,-5,-3,-1.1,1.8,-4,11,-0.8,-8
Oc1ccc(N=Cc2sc3ccccc3c2Cl)cc1,-22,1,44*,3,0.3,0.3,0,-8,16,32*
COc1ccc(NC(=O)c2ccc3ccccc3n2)cc1S(=O)(=O)Nc1ccccc1Cl,-8,9,7,0,-0.2,3.0,-3,-16,1.2,6
CCCc1cc(=O)[nH]c(SCC(=O)c2cc(C)n(CCC)c2C)n1,-6,5,2,-2,-1.2,-1.1,-3,-7,0.1,-9
CCc1ccccc1Oc1nc(NCCOC)nc2cc(-c3ccccc3)sc12,-21,-10,-2,0,-0.2,-0.2,1,nt,2.4,-7
CCCCn1c(=N)n(CCOc2ccc(C)cc2)c2ccccc21,9,-10,-2,-1,-0.8,1.3,-4,1,-0.2,-9
CCN(C(=O)COC(=O)CNC(=O)c1sc2ccccc2c1Cl)C1CCCCC1,0,-5,-9,0,-0.6,-0.2,0,-8,2.6,9
CC1CC(C)CN(c2oc(-c3ccco3)nc2C#N)C1 (centres undefined),-2,-13,-9,5,0.1,0.9,-4,-11,-0.5,11
CCCN(CCC)c1ccc(C(O)c2nnc(-c3ccccc3)o2)cc1 (centres undefined),1,14,-2,1,-0.4,-0.5,-4,0,-1.8,-1
COC(=O)C1CCN(C(=O)NC(C)(C)C)CC1,0,0,0,-2,-0.3,-0.4,-3,0,-0.3,-10
C[C@H](CO)N1C[C@H](C)[C@@H](CN(C)C(=O)c2ccc(N3CCN(C)CC3)cc2)OCc2cnnn2CCCC1=O,0,7,-1,-2,-1.2,-0.3,-4,nt,-6.4,-1
Oc1[nH]c2ccc(Br)cc2c1N=Nc1nn[nH]n1,-2,-8,-6,1,5.6*,3.8,0,-3,0.3,-9
C[C@@H]1Cn2cnc(C(=O)NCc3ccc(CNC(=O)OC(C)(C)C)cc3)c2C(=O)N1,9,4,2,-1,-0.2,-1.1,-3,nt,-1.5,-7
COc1cccc(-c2nn(-c3ccccc3)cc2CN(C)Cc2ccon2)c1,-2,4,-1,-1,-0.2,0.1,-2,0,1.0,-2
O=C(NC(c1ccc(-c2ccccc2)cc1)c1cnccn1)C1CCN(CCN2C(=O)c3ccccc3C2=O)CC1 (centres undefined),-2,-3,-2,2,-0.2,-0.8,-3,nt,-1.2,-1
Cc1ccccc1NC(=O)CSc1nc2ccccc2c2nc(CCn3cncc3C)nn12,-1,-6,1,1,-0.3,-0.5,-2,1,2.3,11
Cc1ccc2cc(C#N)c(NCc3ccccc3)nc2c1,-4,-15,-11,-3,-0.6,1.0,-1,-7,-1.3,-6
O=C(NC1CCCCCCC1)c1ccc(F)cc1,0,6,2,1,-0.1,-1.1,-2,-15,-1.9,2
